RECQ1 helicase – qHTS Assay for Inhibitors of RecQ-Like Dna Helicase 1 (RECQ1) | ATP-dependent DNA helicase Q1 (Homo sapiens), P46063 | RECQ1 DNA unwinding, red fluorescence kinetic read | Potency, µM (titrated, usually from 57.3 µM), inactives show at the highest dose activity, negative = inhibition, usual class: inhibitors | actives 0.54% (n = 240,000);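 also: plate controls were vehicle for no effect and no enzyme for full effect; nearly all actives have a fitted effect of over 30% in size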
Target sequence (P46063 whole entry, looked up): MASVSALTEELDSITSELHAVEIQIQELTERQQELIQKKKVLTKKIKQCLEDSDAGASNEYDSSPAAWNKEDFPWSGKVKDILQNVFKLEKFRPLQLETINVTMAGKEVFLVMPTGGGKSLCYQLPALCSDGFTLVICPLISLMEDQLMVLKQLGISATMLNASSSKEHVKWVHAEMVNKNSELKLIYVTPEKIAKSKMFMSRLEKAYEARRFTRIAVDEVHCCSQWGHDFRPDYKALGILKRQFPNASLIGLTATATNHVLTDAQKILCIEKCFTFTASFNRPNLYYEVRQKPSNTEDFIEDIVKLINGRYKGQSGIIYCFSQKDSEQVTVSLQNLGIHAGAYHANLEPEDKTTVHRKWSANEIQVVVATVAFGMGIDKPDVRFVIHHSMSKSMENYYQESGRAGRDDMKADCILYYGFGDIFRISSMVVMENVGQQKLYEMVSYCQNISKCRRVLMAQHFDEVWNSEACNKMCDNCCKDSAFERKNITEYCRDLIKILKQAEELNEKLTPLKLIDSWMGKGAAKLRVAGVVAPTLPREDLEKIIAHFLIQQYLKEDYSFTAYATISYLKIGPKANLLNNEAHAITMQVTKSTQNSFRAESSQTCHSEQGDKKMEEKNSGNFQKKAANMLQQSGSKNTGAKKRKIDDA
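RECQ1T1 50 nM; forked duplex (20 bp + 30-nt ss tails) 200 nM, ATP 2 mM final; pH 8.0, 2 mM MgCl2, 2.5 ug/ml poly(dI-dC); 15 min compound preincubation; discontinuous kinetic read over 2 h at RT.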
TR SRC2 fluor cs – Total Fluorescence Counterscreen for Inhibitors of the Interaction of Thyroid Hormone Receptor and Steroid Receptor Coregulator 2 | TRb/SRC2 Texas Red total fluorescence interference | Potency, µM (highest dose often 106 µM), without a hit: at the highest dose fluorescence change, negative = quenching | actives 0.29% (n = 280,000) | AID 1479, 2009; active = well fitted curve in either direction with a large enough effect; inconclusive = small, poorly fitted or top-dose-only effect; also: % is scaled to controls: 0 for no effect and ±100 for the full control effect
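Human TRb ligand-binding domain at 0.6 uM with 20 nM Texas Red SRC2 peptide in Tris buffer containing 1 uM T3 and 5% DMSO, incubated with compound 5 h at ambient temperature. Total fluorescence (555/632 nm) calculated as parallel + 2 × perpendicular.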
Tau FP inhib – qHTS for Inhibitors of Tau Fibril Formation, Fluorescence Polarization; K18 P301L tau heparin fibrillization, Alexa594 FP, 6 h; Potency, µM (doses to about 57.7 µM), without a hit: top-dose activity, negative = inhibition, most hits filed as inhibitors; actives 0.39% (n = 280,000); also: % is scaled to controls: 0 for no effect and ±100 for the full control effect; nearly all actives have a fitted effect of over 55% in size
Target sequence (P10636 561-689 P618L limits assumed): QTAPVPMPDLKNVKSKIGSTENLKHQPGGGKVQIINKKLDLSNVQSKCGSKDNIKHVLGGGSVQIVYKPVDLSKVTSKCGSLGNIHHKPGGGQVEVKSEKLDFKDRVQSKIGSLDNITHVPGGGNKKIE
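Read-out: fluorescence polarization of Alexa 594-labeled tau (0.24 uM), 555 nm excitation, 632 nm emission. Mixtures held 15 uM unlabeled K18 P301L, compound and 20 uM heparin, pH 7 acetate buffer, incubated 6 hr at 37 C.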
TRb-SRC2 inh – qHTS for Inhibitors of the Interaction of Thyroid Hormone Receptor and Steroid Receptor Coregulator 2 | actives 0.065% (n = 280,000) | TRbeta-SRC2 peptide binding, fluorescence polarization; receptor liganded with 1 µM T3 | Thyroid hormone receptor beta (Homo sapiens), P10828 | Potency, µM (series often up to 106 µM), without a hit: at the top dose activity change, negative = inhibition, hits mostly inhibitors;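 also: plate controls were bound peptide for no effect and peptide without receptor for full effect; nearly all actives have a fitted effect of over 50% in size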
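A fluorescence polarization screen tested compounds at multiple concentrations against complex formation between 0.6 uM TRb ligand-binding domain and 20 nM Texas Red SRC2 peptide, with 1 uM T3 present; readout after 5 hr.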
Tau fluor counter – Counterscreen qHTS for Inhibitors of Tau Fibril Formation, Fluorescence Polarization; Potency, µM (top dose mostly 57.7 µM), for inactives: at the highest dose activity change, negative = decrease; tau K18 P301L Alexa594 fluorescence, heparin fibrillization; AID 1463, 2008; actives 0.93% (n = 280,000); also: % is scaled to controls: 0 for no effect and ±100 for the full control effect; nearly all actives have a fitted effect of over 55% in size
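Human K18 P301L tau (15 uM unlabeled plus 0.24 uM Alexa 594-labeled, final) in 100 mM sodium acetate pH 7 was mixed with compound and 20 uM heparin and incubated 6 hr at 37 C.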
L3MBTL1 inh – qHTS Assay for the Inhibitors of L3MBTL1. AlphaScreen L3MBTL1–H3K9me1 peptide binding. Potency, µM (doses to about 57.1 µM), inactives show top-dose activity, negative = inhibition, usual class: inhibitors. actives 0.66% (n = 230,000); also: % is scaled to controls: 0 for no effect and ±100 for the full control effect; nearly all actives have a fitted effect of over 60% in size
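AlphaScreen proximity signal between nickel-chelate acceptor and streptavidin donor beads (final 10 ug/mL) reports binding of 50 nM L3MBTL1 to 75 nM biotin-H3 K9me1 peptide; complex incubated with compounds 30 min at room temperature; cefsulodin titration as control.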
HTT cytoprotect – qHTS Multiplex Assay to Identify Dual Action Probes in a Cell Model of Huntington: Cytoprotection (ATP) | PC12 HTT-Q103 induced, cytoprotection, ATP luminescence, 40 h | Potency, µM (top dose mostly 56.4 µM), for the others: cytoprotection (ATP increase), hits mostly activators | actives 0.14% (n = 230,000) | AID 1471, 2008;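 also: % of control where 0% means no effect; nearly all actives have a fitted effect of over 45% in size; toxic huntingtin expression switched on by the ecdysone agonist tebufenozide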
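ATP quantification (ATPlite) reports survival of PC12 cells in which tebufenozide, 100 nM final, switches on Htt exon 1 with 103 glutamines linked to GFP; compounds are titrated.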
Tau ThT inhib – qHTS for Inhibitors of Tau Fibril Formation, Thioflavin T Binding | recombinant tau K18 P301L (four-repeat tau fragment), heparin-induced fibrillization, ThT fluorescence | actives 2.1% (n = 270,000) | Microtubule-associated protein tau (Homo sapiens), P10636 | Potency, µM (series often up to 57.4 µM), for the others: at the highest dose activity, negative = inhibition, actives largely listed as inhibitors | AID 1460, 2008; also: % is scaled to controls: 0 for no effect and ±100 for the full control effect; nearly all actives have a fitted effect of over 55% in size
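Heparin-induced fibrillization of the P301L-mutant K18 repeat-domain fragment of human tau was followed by ThT binding in quantitative high-throughput format.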
Numbers without * were called inactive; i = inactive; ? = inconclusive; nt = no result given; [ ] = remark or other dose. Unless noted, calls follow the shape of the dose curve; as a rule, active = well fitted curve in the direction sought with a large enough effect; inconclusive = small, poorly fitted or top-dose-only effect, or another doubt; inactive = no such curve, though single readings can be large; an effect the other way counts as inactive or inconclusive. Potency is read from the fitted curve at half-maximal effect.

SMILES	RECQ1 helicase	TR SRC2 fluor cs	Tau FP inhib	TRb-SRC2 inh	Tau fluor counter	L3MBTL1 inh	HTT cytoprotect	Tau ThT inhib
CC[N+](C)(CC)CC(O)COCC1COc2ccccc2O1 (configuration not stated)	-3%	-1%	4%	-12%	2%	7%	2%[10 µM]	-3%
Cn1c(SCC(=O)Nc2ccc3cn[nH]c3c2)nnc1-c1cccs1	18%	8%	-10%	1%	-5%	6%	-6%	-13%
Cc1cc(-c2ccc(C)c(S(=O)(=O)NCCc3ccccc3)c2)on1	nt	-2%	-11%	0%	-19%	nt	nt	1%
Cc1cc(C)cc(NC(=O)CN(c2ccc(F)cc2)S(C)(=O)=O)c1	i	1%	6%	0%	8%	52%[activator]	15%[10 µM]	6%
C/[N+]([O-])=C1\Cc2ccccc2C1=O	-5%	1%	-10%	3%	-11%	1%	3%	-17%
O=C(NCc1cccnc1)c1ccc(NC(=O)c2ccco2)cc1	-3%	-2%	-2%	-14%	0%	5%	19%[10 µM]	1%
O=C(NCc1ccco1)c1ccc(Cl)nc1	-7%	-2%	-5%	-8%	-4%	-22%	7%[10 µM]	-7%
COc1cc(C(=O)N[C@H](C(=O)NC2CCCCCC2)C(C)C)cc(OC)c1OC	0%	1%	0%	-2%	-12%	nt	3%	-4%
O=C(Cc1ccccc1)NC1CCS(=O)(=O)C1 (configuration not stated)	i	-3%	1%	-7%	1%	3%	36%[10 µM]	-9%
COc1ccc(C(=O)O)cc1S(=O)(=O)Nc1ccc(C)cc1	-16%	4%	9%	-3%	12%	14%	-21%	7%
O=C(c1ccccc1)N1N=C(c2ccco2)CC1c1cccs1 (configuration not stated)	-7%	-4%	-2%	-6%	-4%	-11%	-15%[10 µM]	-6%
CN1CCN(NC(=O)c2cc(Br)ccc2Cl)CC1	i	-3%	3%	-1%	4%	-10%	nt	3%
COCCn1c(C)cc(/C=C2/NC(=O)N(c3ccc(Cl)cc3)C2=O)c1C	-8%	1%	-4%	8%	-19%	-8%	nt	?
CC(=O)Nc1cccc2c1C(=O)N(c1ccccc1C)C2=O	i	-2%	5%	5%	-1%	nt	11%	-7%
CCCCNC(=O)C1CCN(Cc2ccccn2)CC1	-6%	-3%	-1%	-16%	2%	-1%	7%	-4%
CCn1c(SCC(=O)NC(C)C)nnc1-c1cccs1	-6%	0%	0%	-3%	1%	nt	6%	-8%
CC(C)CCn1c(Oc2ccc(Cl)cc2)nc2c1c(=O)n(C)c(=O)n2C	-1%	-7%	1%	-2%	-14%	nt	14%	?
O=C(NCC1CCCO1)C1CC1(c1ccccc1)c1ccccc1 (configuration not stated)	-2%	-2%	7%	-16%	5%	5%	-11%[10 µM]	1%
COC(=O)c1ccccc1NC(=O)N1CSC[C@H]1C(=O)OC	-9%	-1%	2%	-18%	3%	-13%	-22%	-7%
CCS(=O)(=O)N1CCN(c2ccnc3cc(Cl)ccc23)CC1	0%	-2%	-3%	2%	2%	0%	-1%[10 µM]	-4%
COc1cc(-c2nc(Cc3c(F)cccc3Cl)no2)cc(OC)c1OC	-16%	-15%	-14%	1%	16µM*[quencher]	-10%	-33%	?
COc1cccc(CNC(=O)C2CCCN(S(=O)(=O)c3ccc4c(ccn4C)c3)C2)c1 (configuration not stated)	nt	0%	?	-6%	?	nt	nt	-12%
O=C1CN(C(=O)/C=C/c2cccc(Cl)c2)c2ccccc2N1	i	-1%	2%	5%	-26%	nt	-20%	-6%
O=C(Nc1ccc2ccccc2c1)/C(=C/c1cccc(Br)c1)NC(=O)c1ccco1	-7%	0%	-7%	-4%	-1%	-7%	-7%[10 µM]	0%
O=C(/C=C/c1cccc([N+](=O)[O-])c1)NCc1ccccc1	i	1%	0%	-4%	-15%	1%	0%	-8%

Some entries already given with just Tau ThT inhib:
| structure | Tau ThT inhib |
| --- | --- |
| O=C(NCc1cccnc1)c1ccc(NC(=O)c2ccco2)cc1 | 1% |
| CCS(=O)(=O)N1CCN(c2ccnc3cc(Cl)ccc23)CC1 | -4% |
| COc1cc(C(=O)N[C@H](C(=O)NC2CCCCCC2)C(C)C)cc(OC)c1OC | -4% |
| O=C(Cc1ccccc1)NC1CCS(=O)(=O)C1 (configuration not stated) | -9% |
| CN1CCN(NC(=O)c2cc(Br)ccc2Cl)CC1 | 3% |
| CC(=O)Nc1cccc2c1C(=O)N(c1ccccc1C)C2=O | -7% |

Carrying on:
SMILES	RECQ1 helicase	TR SRC2 fluor cs	Tau FP inhib	TRb-SRC2 inh	Tau fluor counter	L3MBTL1 inh	HTT cytoprotect	Tau ThT inhib
Cc1ccc(O)c(CP(=O)(c2ccccc2)c2ccccc2)c1	i	2%	11%	9%	9%	9%	11%[10 µM]	-7%
COc1ccc(C2=NCCn3cccc32)c(OC)c1	0%	-1%	10%	-5%	10%	-5%	nt	5%
COc1ccc(CNc2nc(-c3ccco3)nn2C(=O)c2ccccc2Cl)cc1	nt	6%	?	-4%	-29%	nt	nt	-3%
O=C(COC(=O)c1n[nH]c2ccccc12)NC(=O)NC1CCCC1	15%	1%	0%	7%	-14%	nt	-22%	-9%
O=C(/C=C/c1ccccc1)Nc1cccnc1Oc1ccccc1F	-12%	3%	-7%	-3%	?	5%	-19%[10 µM]	-14%
COCc1cc(=O)[nH]c(/N=C(\N)Nc2cccc(C)c2)n1	-9%	0%	4%	-19%	-7%	nt	-6%	-4%
COc1ccccc1-n1cnnc1SC(C)C(=O)Nc1ccc(NC(C)=O)cc1 (configuration not stated)	-2%	2%	-1%	0%	-11%	nt	-36%[inhibitor]	-10%
CN1CCN(CCOC2Cc3ccccc3Sc3ccc(Cl)cc32)CC1 (configuration not stated)	-21%	-1%	-4%	-5%	-17%	-15%	nt	-17%
COc1ccc(-n2ccnc(NCc3ccccc3OC)c2=O)cc1	nt	0%	3%	-2%	-17%	nt	nt	-6%
CCN=C1S/C(=C\c2cc(Br)ccc2OCC(=O)OCC)C(=O)N1CC	-12%	-3%[53 µM]	-3%	-1%[53 µM]	2%	58%[activator]	-21%[10 µM]	-1%
NC(=O)Cn1c(=O)n(CCCCCC(=O)NCc2ccc(F)cc2)c(=O)c2sccc21	nt	-1%	0%	9%	-7%	nt	nt	-6%
COc1ccccc1NC(=O)CN(Cc1ccco1)C(=O)c1cncc(Br)c1	-8%	4%	-3%	4%	-11%	-3%	-2%[10 µM]	-15%
O=[N+]([O-])c1cccc(/C(=N/N=C/c2ccccc2Br)C23CN4CN(CN(C4)C2)C3)c1	3%	-3%	-3%	0%	1%	-5%	-10%	-5%
Nc1nnc(CC(=O)N/N=C/c2ccccc2OCc2ccc(F)cc2)s1	-7%	-3%	-1%	-8%	-5%	nt	3%[10 µM]	nt
COc1ccccc1CNc1ncnc2c1c(-c1ccccc1)cn2-c1ccc(Br)cc1	nt	-2%	1%	3%	-6%	nt	nt	-3%
COc1ccc(C(C)=O)cc1CSc1nc(NCCc2ccccc2)c2ccccc2n1	nt	0%	0%	4%	-14%	nt	nt	14%
CC1=CCC2C(=O)N(c3nc(C)cc(C)n3)C(=O)C2C1 (configuration not stated)	0%	1%	5%	-9%	5%	8%	-7%[1.9 µM]	1%
O=C(NCc1ccco1)/C(=C\c1ccco1)NC(=O)c1ccc(Br)o1	1%	-1%	-6%	-3%	1%	?	0%[10 µM]	6%
Cc1cccc2sc(NC(=O)Cn3cccc3)nc12	3%	-1%	-1%	7%	3%	-15%	-2%	2%
CCOc1ccc2nc(NS(C)(=O)=O)sc2c1	-3%	-2%	-9%	-2%	-12%	34%[activator][11.4 µM]	-13%	?
C=CCNc1ncnc2c1[nH]c1ccc(C)cc12	-4%	-4%	10%	-10%	-15%	10%	-18%[10 µM]	-3%
COCCN1C=C(C(=O)OC)C(c2ccccc2Cl)C(C(=O)OC)=C1	-4%	-1%	3%	-4%	-2%	7%	-19%	0%
CCOc1cc(C2C(C#N)=C(N)Oc3n[nH]c(C)c32)ccc1OCCN1CCOCC1 (configuration not stated)	i	-3%	0%	-1%	3%	nt	-8%[10 µM]	-12%
Cc1cc(NC(=O)CSc2nnc(-c3c[nH]c4ccccc34)n2-c2ccc(Cl)cc2)no1	-6%	0%	?	-14%	-16%	nt	-48%[inhibitor]	-2%
CCOc1ccc(C(=O)NCC(=O)OCc2c(F)cccc2Cl)cc1	-3%	0%	-2%	-1%	-8%	4%	nt	-14%
CCN(CC)c1ncnc2sc(C(=O)N3CCN(c4ccccc4)CC3)c(C)c12	-7%	-4%	1%	-2%	-4%	-12%	27%[1.9 µM]	-9%
CCn1c(CNC(=O)c2ccccc2F)nnc1SCC(=O)NC1CCCCC1	i	-6%	-4%	-9%	-10%	-2%	20%[10 µM]	-7%

A stretch of the results above, for reference:
SMILES	RECQ1 helicase	TR SRC2 fluor cs	Tau FP inhib	TRb-SRC2 inh	Tau fluor counter	L3MBTL1 inh	HTT cytoprotect	Tau ThT inhib
O=C(Cc1ccccc1)NC1CCS(=O)(=O)C1 (configuration not stated)	i	-3%	1%	-7%	1%	3%	36%[10 µM]	-9%
COc1ccc(C(=O)O)cc1S(=O)(=O)Nc1ccc(C)cc1	-16%	4%	9%	-3%	12%	14%	-21%	7%

Screening results from PubChem.

Not all compounds are listed, so the mix of outcomes need not match the whole.
